Compound activity: PubChem, National Center for Advancing Translational Sciences (NCATS)
HEK293 tox = cytotoxicity in counter-screen for GLP-1R inverse agonists | Potency, µM (doses to about 38.3 µM), for inactives: at the top dose activity change, negative = inhibition, most hits filed as inhibitors | actives 0.13% (n = 410,000) | HEK293 cAMP-luciferase reporter cells, luminescence, 24 h;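 also: loss of luciferase light is scored as toxicity; % is scaled to controls: 0 for no effect and ±100 for the full control effect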
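Compound-treated cells are incubated 24 hr at 37 deg C under 5% CO2 after a 12 hour attachment period, then luciferase detection reagent is added and luminescence is measured following 12 min at room temperature; lowered signal indicates toxicity.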
HT1080-NT tox = kills 2HG-producing HT-1080-NT fibrosarcoma cells | HT-1080-NT fibrosarcoma viability, CellTiter-Glo ATP luminescence, 48 h | Potency, µM (highest dose often 46.1 µM), inactives show top-dose activity, negative = less viability, most hits filed as cytotoxic | actives 1.6% (n = 360,000);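 also: NT is the 2HG producing partner of a matched IDH1 knockdown line; 0% = DMSO-treated cells and -100% = media-only wells without cells; nearly all actives have a fitted effect of over 55% in size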
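Viability by CellTiter-Glo luminescence after 48 h compound exposure at 37C of HT-1080-NT cells (750/well, RPMI, 5% FBS). % activity scaled between DMSO wells and medium-only wells, then curve-fitted and categorized by curve class.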
KB-V1 MDR tox = KB-V1 MDR subline cytotoxicity; KB-V1 MDR cells viability, CellTiter-Glo, 72 h; Potency, µM (titrated, usually from 46.1 µM), for inactives: at the highest dose activity change, negative = cytotoxicity, actives largely listed as cytotoxic; actives 3.4% (n = 400,000); also: % is scaled to controls: 0 for no effect and ±100 for the full control effect; nearly all actives have a fitted effect of over 60% in size
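Following 72 h at 37 degrees C with compound, KB-V1 cell viability was read by CellTiter-Glo luminescence, medium being phenol-red-free DMEM plus 10% FBS; concentration-response parameters came from normalized, curve-fitted qHTS data.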
SW480 rerep = inducers of DNA re-replication in SW480 colon cancer cells; SW480 DNA re-replication, Hoechst DNA content imaging, 48 h; Potency, µM (highest dose often 46.1 µM), for inactives: top-dose re-replication activation, usual class: activators; actives 1.8% (n = 340,000); AID 624297; also: % of control where 0% means no effect; nearly all actives have a fitted effect of over 55% in size
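250 cells/well; 23 nL cpd via pin tool; 48 hr, 37 C, 5% CO2; Hoechst 40 min; imager read of total nuclear intensity, ex 405/em 500-530 nm.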
HT1080 IDH1KD tx = kills HT-1080 cells with IDH1 knockdown; HT-1080 IDH1 knockdown viability, ATP luminescence, 48 h; Potency, µM (titrated, usually from 46.1 µM), for the others: at the top dose activity, negative = toxicity, actives largely listed as cytotoxic; actives 2% (n = 360,000);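 also: 0% = DMSO wells and -100% = cell-free medium wells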
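% activity derives from luminescence (CellTiter-Glo), normalised to DMSO and no-cell wells. HT-1080-IDH1KD cells, 750/well, had 48 h compound exposure at 37 °C.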
TDP43 rescue = inhibitors of TDP-43 toxicity in yeast. actives 1.8% (n = 410,000). TDP-43 expressing yeast growth rescue, BacTiter-Glo, 24 h. AID 652104. Potency, µM (highest dose often 46.1 µM), inactives show at the highest dose growth rescue (activation), actives largely listed as activators; also: % of control where 0% means no effect; nearly all actives have a fitted effect of over 50% in size
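Cell-based yeast growth screen: TDP-43 expression induced in galactose, inoculum OD600=0.02 after raffinose pregrowth to mid-log. Read-out BacTiter-Glo luminescence at 24 hr, 30 deg C; inhibition of toxicity seen as signal increase.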
KB-3-1 tox = kills parental KB-3-1 adenocarcinoma cells; KB-3-1 viability, CellTiter-Glo ATP luminescence, 72 h; Potency, µM (titrated, usually from 46.1 µM), without a hit: top-dose activity change, negative = cytotoxic, actives largely listed as cytotoxic; actives 1.4% (n = 400,000); AID 1347075; also: % is scaled to controls: 0 for no effect and ±100 for the full control effect; nearly all actives have a fitted effect of over 60% in size
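72 h, 37 °C compound treatment of KB-3-1 parental cells; CellTiter-Glo added, 10 min, luminescence read. Data corrected against DMSO-only plates and normalized before curve fitting.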
GLP1R ag = GLP-1 receptor (human) agonism | P43220 | HEK293 GLP-1R CRE-luciferase, luminescence, 4-6 h; cells express a hypersensitive GLP-1R form | Potency, µM (series often up to 45.6 µM), inactives show at the highest dose activation, usual class: activators | actives 0.007% (n = 380,000); also: % of control where 0% means no effect
Target sequence (P43220 whole entry, looked up): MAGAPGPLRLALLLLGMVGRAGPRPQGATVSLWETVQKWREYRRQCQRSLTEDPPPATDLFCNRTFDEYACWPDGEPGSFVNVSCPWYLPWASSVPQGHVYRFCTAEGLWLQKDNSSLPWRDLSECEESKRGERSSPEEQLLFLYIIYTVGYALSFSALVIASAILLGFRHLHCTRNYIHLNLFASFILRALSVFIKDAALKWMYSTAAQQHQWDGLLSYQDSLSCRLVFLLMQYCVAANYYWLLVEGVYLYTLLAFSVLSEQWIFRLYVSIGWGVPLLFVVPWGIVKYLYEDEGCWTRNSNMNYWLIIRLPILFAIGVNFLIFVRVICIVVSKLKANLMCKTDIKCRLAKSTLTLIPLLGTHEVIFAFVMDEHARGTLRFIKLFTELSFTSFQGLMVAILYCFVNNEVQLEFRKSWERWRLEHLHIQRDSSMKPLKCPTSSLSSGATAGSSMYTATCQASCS
GLP-1R inv ag = acts as inverse agonist at human GLP-1 receptor | actives 1.6% (n = 410,000) | HEK293 GLP-1R CRE-luciferase, luminescence, 24 h; GLP-1R form is constitutively active | AID 624417 | Potency, µM (series often up to 38.3 µM), inactives show at the top dose activity change, negative = inhibition, usual class: inhibitors | P43220; also: % is scaled to controls: 0 for no effect and ±100 for the full control effect; nearly all actives have a fitted effect of over 55% in size
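Stable HEK293 clone (constitutively active GLP-1R + cAMP-response luciferase); 200 cells/uL plated, 12 h pre-culture, compound 24 hr, 37 deg C/5% CO2; detection reagent 12 min RT; luminescence.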
* marks the source's active call; other numbers are inactive results; ? = inconclusive; nt = no result given; [ ] = another dose, or the depositor's remark. Calls follow the shape of the dose curve; as a rule, active = well fitted curve in the direction sought with a large enough effect; inconclusive = small, poorly fitted or top-dose-only effect, or another doubt; inactive = no such curve, though single readings can be large; an effect the other way counts as inactive or inconclusive. Potency is read from the fitted curve at half-maximal effect.

The first 2 entries, to show the layout:
SMILES	HEK293 tox	HT1080-NT tox	KB-V1 MDR tox	SW480 rerep	HT1080 IDH1KD tx	TDP43 rescue	KB-3-1 tox	GLP1R ag	GLP-1R inv ag
COc1cc(C(=O)Nc2cc(OC)c(OC)c(OC)c2)ccc1OCc1c(C)noc1C	3.7%	-4.0%	?	-4.1%	5.4%	9.2%	2.4%	15.2%	45.9%
CCN(CC(=O)Nc1ccc(NC(C)=O)cc1)C(=O)c1cc([N+](=O)[O-])ccc1Sc1ccc(Cl)cc1	17.7%	-5.7%	1.9%	-7.2%	-4.8%	9.2%	0.6%	2.0%	?

The list itself (from the top)
SMILES	HEK293 tox	HT1080-NT tox	KB-V1 MDR tox	SW480 rerep	HT1080 IDH1KD tx	TDP43 rescue	KB-3-1 tox	GLP1R ag	GLP-1R inv ag
COc1cc(C(=O)Nc2cc(OC)c(OC)c(OC)c2)ccc1OCc1c(C)noc1C	3.7%	-4.0%	?	-4.1%	5.4%	9.2%	2.4%	15.2%	45.9%
CCN(CC(=O)Nc1ccc(NC(C)=O)cc1)C(=O)c1cc([N+](=O)[O-])ccc1Sc1ccc(Cl)cc1	17.7%	-5.7%	1.9%	-7.2%	-4.8%	9.2%	0.6%	2.0%	?
Cc1cc(C)cc(NC(=S)N(CCCN2CCN(C)CC2)Cc2cccs2)c1	11.4%	-0.8%	?	0.4%	11.6%	6.5%	20.5%	2.4%	3.0%
Cc1ccc(-n2c(SCC(=O)Nc3ccc4c(c3)OCO4)nnc2-c2cccs2)cc1	-29.6%	-16.7%	?	2.5%	-14.9%	19.5%	-16.8%	11.4%	?
CCOC(=O)c1ccc(NC(=O)CSc2ccc3ccccc3n2)cc1	1.9%	nt	-10.8%	nt	nt	?	-5.3%	nt	-29.1%
Cc1cc([N+](=O)[O-])ccc1NC(=O)c1csc(C)c1C	-24.9%	-4.4%	?	-5.1%	3.4%	-14.9%	?	9.3%	15.5%
CN1C(=O)c2cccc3c(Br)ccc(c23)C1=O	23.5%	4.2%	-1.7%	-19.6%	?	?	9.6%	-0.5%	67.4%[activator]
Cc1cccc(C2NC(c3cccc(C)c3)C(C)C(=O)C2C)c1 (stereo not drawn)	27.6%	-0.1%	-0.6%	-38.6%[inhibitor]	5.1%	10.1%	2.0%	1.2%	?
Cc1ccc2oc(-c3cccc(NC(=O)/C=C/c4cccc([N+](=O)[O-])c4)c3C)nc2c1	-14.1%	-21.3%	?	0.1%	-25.9%	1.8%	18.3%	5.2%	-19.0%
Cc1c(C(=O)Nc2cccc(-c3nc4ccccc4s3)c2)oc2ccccc12	8.8%	nt	-5.1%	nt	nt	1.6%	0.7%	nt	17.4%
Cc1ccc(S(=O)(=O)N2CCN(C(=O)c3cc(C4CC4)nn3-c3ccccc3)CC2)cc1	-3.6%	0.4%	-11.7%	nt	6.0%	9.3%	-6.7%	-6.3%	3.0%
CCCN(CC(=O)Nc1ccccc1C)C(=O)COC(=O)CSc1ccc([N+](=O)[O-])cc1	2.3%	12.0%	0.0%	0.9%	13.6%	2.6%	16.4%	-1.2%	17.3%
O=C(CSc1nc(-c2ccco2)cc(C(F)(F)F)n1)Nc1ccc2c(c1)CCC2	-16.3%	-28.3%	?	?	?	-1.0%	-9.1%	1.0%	-9.7%
COC(=O)N1[C@H](C)C=C[C@]1(Cc1ccccc1)C(=O)O	5.8%	0.1%	23.0%	?	3.3%	6.3%	21.9%	-3.6%	3.5%
C=CCN1C(=O)C(CC(=O)NCC)SC1=Nc1cc(Cl)ccc1Cl (stereo not drawn)	-9.5%	6.0%	0.0%	2.5%	-6.0%	1.4%	-0.7%	-2.1%	?
C=CCOc1ccc2ccccc2c1CNc1ncn[nH]1	6.9%	2.7%	?	9.7%	-12.2%	-7.0%	-36.6%	8.2%	5.2%
CSc1ccccc1NC(=O)CN1C(=O)C2CC=CCC2C1=O (stereo not drawn)	17.2%	-1.0%	10.8%	5.5%	-0.5%	5.9%	11.7%	5.3%	5.6%
CC(=O)Nc1ccc(SC[C@H](Cc2ccccc2)N2CCN(CCc3ccccc3)CCC2=O)cc1	-10.4%	-1.0%	0.0%	-5.1%	-16.7%	15.7%	-3.7%	10.7%	-12.7%
CCC(C(=O)Nc1ccccc1C(=O)N1CCOCC1)N1C(=O)c2ccccc2C1=O (stereo not drawn)	-1.4%	9.0%	-0.9%	-9.5%	4.5%	-14.2%	6.1%	0.8%	17.6%
CCOc1ccc(NC(=O)c2cc(=O)[nH]c3ccccc23)cc1	10.5%	-6.1%	-1.7%	-2.2%	-5.3%	1.2%	2.9%	-0.5%	19.4%
CC(C)C(=O)Nc1cccc(C(=O)Nc2ccc(S(=O)(=O)Nc3nccs3)cc2)c1	-5.4%	1.1%	5.9%	-4.1%	9.1%	-10.5%	6.4%	4.4%	10.3%
CN(C(=O)COC(=O)C1CCN(S(=O)(=O)c2ccc3c(c2)OCCO3)CC1)C1CCCCC1	-13.1%	1.5%	3.9%	-0.6%	12.5%	17.0%	-9.5%	6.9%	-7.6%
COc1ccc(Nc2nc3ccccc3n3nnnc23)cc1	17.4%	-6.7%	5.8µM*	3.5%	?	0.6%	-0.9%	8.9%	-4.0%
CC(=O)N/C(=C\c1ccccc1)C(=O)OCC(=O)Nc1cc(S(=O)(=O)N(C)C)ccc1Cl	0.1%	-1.2%	-2.5%	-20.1%	-2.4%	-34.1%[inhibitor]	-8.2%	2.9%	-24.0%
Cc1ccc(NC(=S)NCC2CCCO2)cc1C (stereo not drawn)	0.2%	17.5%	4.7%	-21.4%	15.8%	2.4%	-0.6%	-7.3%	0.5%
Cc1[nH]c2ccc(F)cc2c1CCN(Cc1ccco1)C(=S)NC(C)(C)C	-22.1%	-3.2%	?	-14.8%	0.8%	8.2%	2.9%	-1.4%	?
Cc1ccc(NC(=O)Cc2nnc(SCC(=O)NC3=NCCS3)n2C)cc1	2.1%	-1.6%	5.1%	-7.9%	5.7%	-2.7%	-8.2%	7.9%	4.0%
CC(=O)OC1CCC2C3CCC4OC(=O)CCC4C3CCC12C (stereo not drawn)	8.3%	10.4%	9.4%	-5.0%	17.3%	0.0%	?	1.1%	12.6%
CC(=O)c1ccc(OCC(=O)OCC(=O)Nc2sccc2C(N)=O)cc1	-3.7%	14.7%	0.0%	-6.7%	-0.8%	8.7%	-1.8%	-4.4%	6.5%
CN(C(=O)CN(c1ccccc1)S(=O)(=O)c1ccc(F)cc1)C1CCS(=O)(=O)C1 (stereo not drawn)	5.3%	3.0%	-5.3%	-34.0%[inhibitor]	6.1%	8.4%	9.6%	-2.2%	4.5%
O=C1Nc2ccc([N+](=O)[O-])cc2OC1CCN1CCOCC1 (stereo not drawn)	-20.7%	?	14.2%	-20.2%[1.84 µM]	?	nt	-3.9%	-1.6%	-37.2%
Cc1ccc2cccc(NS(=O)(=O)c3ccccc3)c2n1	14.9%	?	?	?	?	1.3%	?	-9.5%	-1.5%
CCCN1CCN(S(=O)(=O)c2ccc(OC)c(Br)c2)CC1	10.0%	-4.9%	?	0.0%	1.0%	-10.2%	-3.0%	3.0%	-15.3%
CCOc1ccc(C2C(C(=O)c3ccco3)=C(O)C(=O)N2CCN2CCOCC2)cc1OCC (stereo not drawn)	-7.1%	-1.2%	0.0%	-7.7%	6.8%	-7.9%	4.3%	0.6%	2.7%
Cc1ccc(Nc2nc(/N=C/NO)n[nH]2)cc1C	-0.2%	-3.8%	1.8%	-9.9%	-14.2%	-5.0%	-1.9%	-3.1%	19.3%
C/C(=N/OCO/N=C(\C)c1ccc(F)cc1F)c1ccc(F)cc1F	-3.5%	9.2%	-2.5%	-45.1%[inhibitor]	-0.2%	12.5%	-3.2%	-3.1%	2.9%
COCCNC(=O)CSc1nc(-c2ccc(C)cc2)[nH]c1-c1ccc(OC)cc1	-4.9%	nt	-5.2%	nt	nt	11.3%	4.8%	nt	-28.8%
Cc1c(C(=O)O)sc2nc(CSc3ncc(C(F)(F)F)cc3Cl)[nH]c(=O)c12	0.3%	14.6%	22.1%	-8.8%	10.2%	-12.1%	8.5%	2.1%	9.1%
O=C(CCn1c(=O)c2sccc2n(CC(=O)OCc2ccccc2)c1=O)NCc1ccccc1	9.1%	6.8%	1.8%	-2.9%	7.3%	16.4%	7.1%	-11.8%	4.6%
CC(C(=O)N1CCCC1)N1CCN(c2ccccc2O)CC1 (stereo not drawn)	7.7%[7.66 µM]	5.4%	1.7%	0.3%	-2.6%	13.9%	1.6%	0.3%	11.6%[7.66 µM]
Nc1nc2n(n1)C(c1cccc(Br)c1)CC(c1ccc(F)cc1)N2 (stereo not drawn)	-16.1%	-5.2%	-8.6%	-2.9%	-8.8%	-15.0%	-1.2%	-0.8%	?
CCOC(=O)c1ccc(-n2ccnc2)c(NC(=O)c2cccc(Br)c2)c1	-2.2%	26.8%	-3.5%	-0.7%	2.1%	17.2%	28.5%	9.3%	7.4%
Cc1ccc(Nc2nc3ccccc3c(=O)[nH]2)cc1C	-0.9%	22.9%	-16.1%	0.9%	1.9%	-18.0%	-12.3%	1.8%	10.8%
CCN(CC)CCN(C)C(=O)c1[nH]c(C(F)(F)F)nc1-c1ccccc1	0.1%	23.3%	0.0%	nt	1.6%	9.4%	-2.0%	-2.9%	9.1%
Nc1nc(NC(=O)Cc2ccccc2)nn1-c1ccccc1	2.1%	2.1%	2.0%	-9.5%	1.3%	-11.5%	-3.9%	-3.1%	1.7%
Cc1ccccc1NC(=O)c1ccc(Cl)c(S(=O)(=O)N2CCCCCC2)c1	2.3%	nt	2.8%	nt	nt	?	-19.4%	nt	?
Cc1ccc(NC(=S)Nc2cc(C)on2)cc1	-6.1%	17.3%	14.4%	3.9%	10.0%	4.9%	2.6%	19.1%	-11.3%
